Compound activity: PubChem BioAssay, National Center for Advancing Translational Sciences (NCATS)
Integrin act MD = activators of alpha7 integrin expression for muscular dystrophy | Potency, µM (series often up to 38.3 µM), without a hit: at the highest dose activation, usual class: activators | actives 0.064% (n = 350,000) | alpha7betagal myoblasts, beta-gal FDG fluorescence, 48 h | AID 624291;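 further: potency means the concentration at half of the fitted maximal effect; 100% = response of the positive control SU9516; nearly all actives have a fitted effect of over 60% in size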
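Alpha7betagal+/- myoblasts (passage 13) were plated 16-24 hr, then exposed to compounds (1:260 dilution of DMSO stock) for 48 hours at 37C. After MPER lysis, β-galactosidase reporter activity was read as FDG fluorescence (ex 480/em 540) after 30 minutes.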
Chronic BCR inh = blocks chronic active B-cell receptor signaling; AID 493014; actives 0.05% (n = 340,000); Potency, µM (series often up to 46.1 µM), without a hit: top-dose ratio change, negative = lower green/red ratio, hits mostly inhibitors; ABC-DLBCL IkBa-CBG/CBR reporter, luminescence ratio, 4 h; active means well fitted inhibition curve with a large enough effect in the signal ratio, with a control signal flat, not every such curve was filed as active; inconclusive means small, poorly fitted or top-dose-only effect, or effect the other way, or a change in a side signal; the % refers to the signal ratio;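 further: potency means the concentration at half of the fitted maximal effect; plate controls were basal doxycycline-induced cells for no effect and cells given 10 µM MG132 for full effect; MG132 reads +100%, hits lower the ratio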
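TMD8 ABC-DLBCL cells carrying doxycycline-inducible green luciferase fused to IkappaBalpha plus unfused red luciferase were exposed to compounds (up to 46 uM) for 4 hrs at 37C. Activity came from the overlap-corrected green/red luminescence ratio.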
TSHR antag = blocks TSH signaling through the human TSH receptor; P16473; TSHR-expressing cells, TSH-stimulated cAMP HTRF, 2 h; active compounds read low; activity change, negative = inhibition, % at 11.5 µM; actives 0.2% (n = 330,000);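 active means activity change below a set negative limit, meaning inhibition stronger than a set level, cut at about -70% in these data; inconclusive means activity change between two set negative limits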; further: on the % scale 0 is the no-effect control and ±100 the full control effect
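TSHR-expressing cells, 200/well, pre-treated with compound, then stimulated with EC80 TSH (4nM final) for 2 hours at 37 deg C. cAMP measured by competitive HTRF: anti-cAMP cryptate antibody in lysis buffer plus cAMP-d2, read after 30 minutes at room temperature.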
PTAP TSG101 blk = blocks PTAP/TSG101 interaction to inhibit HIV-1 budding | 340,000 tested, under 10 active | Potency, µM (top dose mostly 115 µM), without a hit: top-dose activity change, negative = inhibition, hits mostly inhibitors | AID 493005 | Q99816 | Fluorescence polarization, FITC-PTAP peptide / Tsg101 binding; active means well fitted inhibition curve with a large enough effect in the main read-out, with a control signal flat, not every such curve was filed as active; inconclusive means small, poorly fitted or top-dose-only effect, or effect the other way, or a change in a side signal; inactive means no such curve, though single readings can be large or run the other way; further: potency means the concentration at half of the fitted maximal effect; % of control where 0% means no effect
Target sequence (Q99816 whole entry, looked up): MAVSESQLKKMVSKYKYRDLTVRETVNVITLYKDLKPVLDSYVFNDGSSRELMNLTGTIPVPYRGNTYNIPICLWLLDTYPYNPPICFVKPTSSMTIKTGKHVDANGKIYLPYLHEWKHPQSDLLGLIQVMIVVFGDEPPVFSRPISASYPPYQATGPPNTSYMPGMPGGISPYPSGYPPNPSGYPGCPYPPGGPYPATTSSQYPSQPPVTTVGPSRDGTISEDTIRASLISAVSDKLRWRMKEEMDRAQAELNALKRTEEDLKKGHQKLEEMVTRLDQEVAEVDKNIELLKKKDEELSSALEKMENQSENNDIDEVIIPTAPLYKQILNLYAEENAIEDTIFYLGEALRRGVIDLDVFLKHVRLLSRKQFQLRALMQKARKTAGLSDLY
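Steps: Tsg101 binding domain dispensed (10 uM final), compounds pinned in DMSO, FITC-labeled PTAP-motif peptide added (50 nM final); after 20 min binding at room temperature, polarization measured.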
S-ASM inh = inhibitors of human secretory acid sphingomyelinase. P17405. placental ASM, HMU-PC fluorogenic substrate, 60 min. Potency, µM (top dose mostly 57.5 µM), for inactives: at the highest dose activity change, negative = inhibition, hits mostly inhibitors. actives 0.006% (n = 340,000); further: potency means the concentration at half of the fitted maximal effect
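qHTS format. ASM enzyme prepared from human placenta hydrolyses the fluorogenic substrate HMU-PC0 (9 uM final) over 60 min at 37 °C after a 10 min compound preincubation.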
ELG1 DNA repair = inhibitors of ELG1-dependent DNA repair in HEK293T cells. Potency, µM (doses to about 46.1 µM), for inactives: top-dose activity change, negative = inhibition, usual class: inhibitors. HEK293T ELG1-luciferase reporter, luminescence, 16 h; DNA damage induced by 5-fluorouridine. actives 2.3% (n = 330,000). AID 504467; further: potency means the concentration at half of the fitted maximal effect; on the % scale 0 is the no-effect control and ±100 the full control effect; nearly all actives have a fitted effect of over 55% in size
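Luminescence from the luciferase reporter, measured 30 min after ONE-Glo reagent at room temperature, was the read-out. Beforehand, 2,000 cells per well were exposed for 16 hr at 37 °C to 5-fluorouridine together with compound or vehicle.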
Tb PFK inh = T. brucei PFK enzyme inhibition. Potency, µM (highest dose often 57.5 µM), for inactives: top-dose activity, negative = inhibition, hits mostly inhibitors. actives 0.17% (n = 330,000). AID 485367. O15648. T. brucei PFK, ADP-Glo luminescence;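 further: potency means the concentration at half of the fitted maximal effect; 0% = uninhibited 1x PFK enzyme wells and -100% = no-enzyme wells; nearly all actives have a fitted effect of over 60% in size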
Target sequence (O15648 whole entry, looked up): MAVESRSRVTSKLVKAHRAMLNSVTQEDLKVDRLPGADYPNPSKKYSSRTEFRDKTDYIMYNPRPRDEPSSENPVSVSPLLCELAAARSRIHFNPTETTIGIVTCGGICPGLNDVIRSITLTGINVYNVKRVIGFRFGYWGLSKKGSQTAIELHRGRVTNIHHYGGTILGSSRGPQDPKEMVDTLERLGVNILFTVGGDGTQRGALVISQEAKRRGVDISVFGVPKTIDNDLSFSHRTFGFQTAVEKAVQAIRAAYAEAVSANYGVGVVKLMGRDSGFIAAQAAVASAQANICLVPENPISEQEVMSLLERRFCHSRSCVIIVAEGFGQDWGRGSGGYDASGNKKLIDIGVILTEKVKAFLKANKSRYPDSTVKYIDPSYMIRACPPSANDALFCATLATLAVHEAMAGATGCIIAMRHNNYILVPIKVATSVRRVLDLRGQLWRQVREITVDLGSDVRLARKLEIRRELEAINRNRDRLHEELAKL
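1.25 nM PFK with 0.5 mM F6P and 0.1 mM ATP in 0.1 M TEA pH 8.0, 5 mM MgCl2, incubated 45 min at room temperature; ADP measured by ADP-Glo luminescence; compounds titrated up to 57 uM.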
TCR act = activates T cell receptor signaling | primary human leukocytes, anti-CD3, IL-2 HTRF, 48 h | 330,000 tested, under 10 active | Potency, µM (doses to about 9.22 µM), without a hit: top-dose activation of IL-2 secretion, actives largely listed as activators; further: % of control where 0% means no effect
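Primary human leukocytes receive a-CD3 beads and test compound and are incubated 48 hr. Secreted IL-2 is then assayed by HTRF, measuring 665nm acceptor emission after 320nm excitation of the europium donor.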
Eya2 phos inh = inhibitors of human Eya2 phosphatase activity; Potency, µM (highest dose often 76.9 µM), without a hit: at the top dose activity, negative = inhibition, hits mostly inhibitors; recombinant Eya2, OMFP fluorescence dephosphorylation (OMFP is methylfluorescein phosphate); actives 0.006% (n = 330,000); further: potency means the concentration at half of the fitted maximal effect; on the % scale 0 is the no-effect control and ±100 the full control effect
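Eya2 (0.2 uM) preincubated 10 min at ambient with compound, then OMFP substrate added at 50 uM; 10 min reaction in 50 mM HEPES pH 7.5, 50 mM NaCl, 5 uM MgCl2, 0.05% BSA, 1 mM DTT. Fluorescence read at Ex 485/Em 525 nm.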
Mito fusion act = inhibitors of mitochondrial division or activators of mitochondrial fusion; S. cerevisiae fusion-defective mutant growth rescue, CellTiterGlo 48 h; Potency, µM (highest dose often 46.1 µM), for inactives: top-dose growth rescue (activation), actives largely listed as activators; actives 0.23% (n = 320,000);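 further: potency means the concentration at half of the fitted maximal effect; % of control where 0% means no effect; nearly all actives have a fitted effect of over 45% in size; temperature-sensitive fusion mutants such as fzo1-1 at 37 °C on non-fermentable ethanol glycerol medium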
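S. cerevisiae fusion-defective temperature-sensitive mutants (e.g. fzo1-1, mgm1-5) grown 48 h at 37C in YPEG (ethanol/glycerol non-fermentable) medium with 23 nl compound per well; growth rescue read as CellTiterGlo luminescence.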
A-T KAP1 phos = potential ataxia-telangiectasia treatment | AID 485349 | Potency, µM (top dose mostly 57.5 µM), for inactives: at the top dose activation, usual class: activators | actives 0.19% (n = 320,000) | […] A-T fibroblasts, KAP-1 phosphorylation AlphaLISA; neocarzinostatin DNA damage 30 min before lysis; further: potency means the concentration at half of the fitted maximal effect; % of control where 0% means no effect; nearly all actives have a fitted effect of over 45% in size
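ATM-like activity read as KAP-1 phosphorylation via AlphaLISA donor/acceptor antibody pairs after lysis and 6 hr at 25C. Cells were ATM-null patient fibroblasts ([…], hTERT), dosed 60 min, then exposed to the DSB inducer NCS for 30 min.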
Numbers without * were called inactive; ? = inconclusive; nt = no result given; [ ] = remark or other dose. Unless noted, the call rests on the fitted dose curve; in most records, active means well fitted curve in the direction sought with a large enough effect; inconclusive means small, poorly fitted or top-dose-only effect, or another doubt; inactive means no such curve, though single readings can be large; an effect the other way counts as inactive or inconclusive.

smiles,Integrin act MD,Chronic BCR inh,TSHR antag,PTAP TSG101 blk,S-ASM inh,ELG1 DNA repair,Tb PFK inh,TCR act,Eya2 phos inh,Mito fusion act,A-T KAP1 phos
O=c1c2ccccc2c(-c2ccc(O)cc2)nn1-c1cccc(C(F)(F)F)c1,-45%[inhibitor],24%,6,-3%,-18%,?,0%,-1%[46.1 µM],-3%,?,2%
COCc1ccc(CN2CCCC(C(=O)Nc3ccc(-c4cccc(OC)c4)cc3)C2)o1 (centres undefined),-4%,?,-8,0%,0%,-21%,1%,-3%,-3%,-6%,9%
CCOC(=O)c1sc2nc(CC(=O)OC)nc(NCCN(CC)CC)c2c1C,-33%[inhibitor],?,15,-3%,-3%,0%,-1%,-3%,-2%,0%,7%
O=C(NNc1nc2ccccc2s1)c1ccccc1F,-16%,?,-11,2%,2%,22%,-1%,6%,1%,-3%,4%
Nc1c(-c2ccc(Cl)cc2)cnc2c(-c3ccccc3)cnn12,3%,-2%,0,-1%,90%[activator],?,2%,-7%,-23%,10%,-23%
CCCN1CCN(C(=S)Nc2ccc([N+](=O)[O-])cc2)CC1,13%,12%,17,5%,1%,18%,-10%,-7%[46.1 µM],-4%,-5%,-1%
CCCn1c(C2CC(=O)N(c3ccc(C)cc3)C2)nc2ccccc21 (centres undefined),-8%,-1%,-4,2%,1%,-15%,1%,-2%,11%,-1%,0%
COC(=O)c1cn(C(=O)c2ccco2)c2ccccc12,26%,-3%,-4,-3%,-6%,20%,-1%,-1%,1%,1%,7%
CC(C)(C)OC(=O)C[C@H]1C/C=C\C[C@H](CC(=O)N(CCO)Cc2ccccc2)C(=O)NC[C@H](c2ccccc2)OC1=O,-3%,4%,-19,-3%,4%,0%,-2%,-2%,-35%,nt,0%
Cc1ccccc1C(=O)NC(=S)Nc1ccc(N2CCN(C(=O)c3ccccc3)CC2)cc1,0%,0%,-12,-1%,-3%,-3%,-4%,4%,-2%,-1%,3%
CCOC(=O)c1cnc2cc(C)nn2c1C,5%,4%,14,-8%,0%,10%,-6%,3%,4%,-4%,0%
COc1ccc(CC(=O)OCc2csc(CC(=O)Nc3ccc(C)cc3)n2)cc1,3%,0%,-9,-5%,-1%,15%,-5%,0%[46.1 µM],1%,nt,8%
COC(CNC(=O)c1cc(C)nn1-c1ccccc1)OC,13%,?,1,1%,-1%,7%,3%,nt,2%,0%,nt
C/C(=N/NS(=O)(=O)c1ccc(C)cc1C)c1c[nH]c2ccccc12,-23%,0%,-36,-6%,-9%,-5%,0%,11%,10%,2%,6%
O=C(Cc1c(F)cccc1Cl)N1CCN(S(=O)(=O)c2cccc(F)c2)CC1,13%,-7%,-7,-1%,-1%,5%,-1%,-3%,-33%,10%,-6%
COC(=O)c1c(NC(=O)C(C)(C)C)csc1C,0%,?,-16,-3%,2%,?,-3%,-1%,4%,4%,3%
Cc1nc2ccc(Br)cn2c(=O)c1Cl,16%,6%,-6,-10%,3%,-1%,7%,8%,6%,1%,5%
Cc1cccc(NC(=O)CCCN2C(=O)C3CC=CCC3C2=O)c1 (centres undefined),9%,0%,1,-8%,0%,0%,-8%,5%,-5%,-2%,1%
COC(=O)c1ccccc1NC(=O)CSc1n[nH]c(-c2ccncc2)n1,-5%,-3%,-7,-6%,0%,-1%,1%,4%,-2%,0%,0%
CC(C)[C@H](NC(=O)NCc1ccc(Cl)cc1)C(=O)O,-12%,9%,5,nt,4%,9%,-1%,nt,-2%,-5%,-1%
Cc1nc2ccc(NC(=O)c3ccc([N+](=O)[O-])cc3)cc2[nH]1,-18%,?,5,1%,-3%,?,0%,nt,0%,3%,-10%
CCOc1ncccc1C(=O)Nc1ccc(OC)c(S(=O)(=O)N2CCCCC2)c1,1%,?,8,-7%,0%,?,-2%,2%,-15%,-18%,-1%
COc1cccc(NC(=O)COc2nc3ccccc3nc2C)c1,-23%,0%,16,-3%,3%,5%,-2%,-2%,12%,-5%,-12%
CCOC(=O)[C@H]1[C@H]2COc3ccc(C)cc3[C@@H]2N2C(=O)c3cc(C)ccc3NC(=O)[C@@]12C,-1%,-1%,-10,-1%,8%,?,1%,6%,-3%,nt,6%
CCCCc1nc(C(N)=O)c2[nH]c(=O)n(-c3ccc(OC)c(OC)c3)c2n1,23%,-2%,4,-6%,2%,-25%,2%,5%,7%,2%,7%
COc1ccc2oc(C(=O)OCC(=O)N(Cc3ccccc3)C(C)C)c(C)c2c1,22%,?,-10,1%,-3%,?,-6%,1%,-6%,13%,0%
CCC(=O)Nc1ccc(C(=O)COC(=O)c2nc3nccc(C)n3n2)cc1,19%,3%,1,1%,0%,18%,?,2%,5%,1%,-1%
COC(=O)Cn1c2nc3ccccc3nc2c2cccc(C)c21,12%,-2%,4,-12%,53%,-13%,3%,-5%,-17%,17%,-4%
CCOC(=O)N1CCC(N2C(=O)c3ccccc3C2Nc2cc(Cl)c(OC)cc2OC)CC1 (centres undefined),-19%,?,1,-5%,-1%,?,-7%,-5%[46.1 µM],-1%,2%,3%
CC1CCN(c2c(NCC3CCC(C(=O)NC4CCCCCC4)CC3)c(=O)c2=O)CC1 (centres undefined),22%,?,12,-7%,1%,7%,5%,2%,-2%,3%,6%
O=S(=O)(CCc1nc2ccccc2[nH]1)c1ccc(Cl)cc1,-25%,?,-20,0%,8%,-1%,-2%,-3%[46.1 µM],2%,-5%,7%
Cc1nnc2ccc(-c3ccc(NS(=O)(=O)c4ccc(F)cc4F)cc3)nn12,-3%,?,-2,-5%,-3%,?,28%,2%,0%,-1%,nt
Cc1nc2ccccc2c(=O)n1NC(=O)Cc1ccc([N+](=O)[O-])cc1,0%,-3%,1,-1%,1%,?,-7%,0%,-3%,6%,-5%
CCOC(=O)C(NC(=O)c1cccnc1)(Nc1cccc(C)n1)C(F)(F)F (centres undefined),-3%,?,-8,-3%,1%,-8%,2%,0%,-24%,-2%,-1%
Cc1ccnc(NC(=O)Nc2cccc(F)c2)n1,?,0%,13,-4%,-3%,?,-6%,5%,0%,7%,-4%
CCOc1ccc(NC(=O)CN(C)C(=O)CC2CC3CCC2C3)cc1OCC (centres undefined),32%,0%,41,-3%,0%,-7%,-1%,1%,-9%,-2%,3%
COc1cc(NC(=O)c2cnn3c(C(F)F)cc(C4CC4)nc23)c(OC)cc1Cl,10%,2%,-2,-3%,0%,2%,1%,-4%,-9%,3%,0%
CCn1nccc1C(=O)Nc1cccc(C)c1C,20%,1%,36,0%,2%,12%,1%,1%,-7%,3%,7%
Clc1cccc(N/N=C/c2ccncc2)c1,15%,?,-13,-6%,-1%,?,-3%,-3%[46.1 µM],0%,?,1%
Cc1ccc2nc(NCCNC(=O)c3ccccc3)c(C#N)cc2c1,6%,0%,3,-12%,nt,?,-1%,-4%,-28%,0%,9%
